Alkaline phosphatase: inhibition of tissue-nonspecific alkaline phosphatase – biochemical, luminescent (AID 518); purified TNAP enzyme, luminescent substrate readout; higher % means a stronger effect; 64,000 tested, 0.09% active; inhibition, % at 20 µM, or IC50 in µM where a hit was titrated; in the data active = a potency from the dose series; inactive = the rest, 99 in 100 with inhibition below about 22%;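 also: plate controls were vehicle for no effect and reference inhibitor for full effect; many of its hits are not listed in these tables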
Spn PMK inh: blocks S. pneumoniae phosphomevalonate kinase; purified PMK, PK/LDH-coupled NADH absorbance 340 nm; inhibition, % at 10 µM; 65,000 tested, 0.49% active; AID 539;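 active = top-ranked compounds by inhibition in the single 10 µM screen, taking a fixed number of the strongest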;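 also: 0% = full reaction with DMSO carrier and 100% = background rate without enzyme reaction; no value below 0 was filed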
MK inhibit: S. pneumoniae mevalonate kinase inhibition; purified MK, PK/LDH-coupled NADH absorbance 340 nm; inhibition, % at 10 µM; 65,000 tested, 0.48% active;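 active = ranked among the strongest by inhibition in the single 10 µM screen, a fixed top-ranked set picked for dose follow-up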; also: no value below 0 was filed
HPDE-C7K KRASV12: viability loss of HPDE-C7K cells – cell-based, fluorescence, HTS, primary screen (AID 431); HPDE-C7K KRASV12 cells, Alamar Blue viability, 48 h; higher % means a stronger effect; one-dose cytotoxicity, % at 10 µM; EC50 in µM for titrated hits; 63,000 tested, 1.7% active;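 active = compounds whose percent cytotoxicity in the single-dose primary screen, scaled between solvent and toxic-drug controls, exceeds 50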;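 also: 0% = DMSO solvent wells and 100% = doxorubicin-treated wells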
DPM-DC inhibit: inhibitors of Streptococcus pneumoniae diphosphomevalonate decarboxylase | purified DPM-DC, PK/LDH coupled NADH fluorescence | 65,000 tested, 0.49% active | calls only at 10 µM;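 active = the 320 compounds with the highest percent inhibition in the single-dose primary screen, excluding strongly autofluorescent ones, cut at about 32% in these data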;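 also: kinetic rate of NADH fluorescence loss reporting ADP formed by the decarboxylase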
HT1080 viability: HT1080 cell viability loss – fluorescence readout (AID 620); HT1080 viability, fluorescence; higher % means a stronger effect; cytotoxicity, % at 10 µM; hits with a dose series show EC50 in µM; 87,000 tested, 0.42% active;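 also: cells exposed to compound overnight then 4 h with Alamar Blue; 0% = vehicle DMSO and 100% = killing control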
Bfl-1 displacement: displacement of Bid BH3 peptide from Bfl-1 – biochemical, fluorescence polarization, FITC-Bid, mouse, primary screen (AID 432); FITC-Bid BH3 peptide fluorescence polarization displacement; higher % means a stronger effect; displacement, % at 20 µM; hits with a dose series show IC50 in µM; 64,000 tested, 0.02% active; in the data active = a potency from the dose series; inactive = the rest, 99 in 100 with displacement below about 15%; also: strong numbers were not always called active
LYP phosphatase: LYP phosphatase inhibitors, primary screen, biochemical, DiFMUP fluorescence, recombinant catalytic domain, 10 µM (AID 606) | one-dose inhibition, % at 10 µM; IC50 in µM for titrated hits | recombinant LYP catalytic domain, DiFMUP fluorescence; higher % means a stronger effect | 52,000 tested, under 10 active;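 active = IC50 under 40 µM in the dose-response test; inactive = IC50 of 40 µM or more, or never dose-tested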
HPDE-C7 cytotoxicity: HPDE-C7 pancreatic duct cell viability loss – fluorescence, HTS (AID 430). 63,000 tested, 1.8% active. cytotoxicity, % at 10 µM; hits with a dose series show EC50 in µM. HPDE-C7 pancreatic duct cells viability, fluorescence; higher % means a stronger effect;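 also: cells exposed to compound for 48 hours before viability readout; 0% = vehicle and 100% = reference cytotoxic drug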
Spn PMK inh pilot replicates: also measured in Spn PMK inh; calls as there; inhibition, %; measured here: pilot screen replicates
MK inhibit pilot replicates: also measured in MK inhibit; calls as there; inhibition, %; measured here: pilot screen replicates
DPM-DC inhibit pilot screen %: further read-out of DPM-DC inhibit, marked with its call; inhibition, %; measured here: pilot screen trials
Starred values were filed as active, the others as inactive; i = inactive; x = not tested or not shown. Rule as the data show it, unless noted: active = cytotoxicity above about 50%; inactive = the rest.

SMILES	Alkaline phosphatase	Spn PMK inh	MK inhibit	HPDE-C7K KRASV12	DPM-DC inhibit	HT1080 viability	Bfl-1 displacement	LYP phosphatase	HPDE-C7 cytotoxicity	others
COc1ccc(CCN(C)CCCC(C#N)(c2cc(OC)c(OC)c(OC)c2)C(C)C)cc1OC (centres undefined)	19%	3	5	-4%	i	-12%	6%	23%	-8%	Spn PMK inh pilot replicates=1.0;MK inhibit pilot replicates=0.0;DPM-DC inhibit pilot screen %=2.0
Cc1nc2c(-c3ccccc3)c(C)nn2c(C)c1CCC(=O)N1CCOCC1	-1%	8	6	-17%	i	-1%	-5%	x	-21%
Cc1nc2sc(C#N)c(N)c2c2c1CCCC2	14%	1	0	21%	x	-3%	-1%	-1%	-2%	Spn PMK inh pilot replicates=0.0;MK inhibit pilot replicates=4.0
Cc1nonc1NC(=O)CSc1nnc(-c2ccoc2C)n1C	7%	15	12	7%	i	-4%	-6%	12%	-4%
CCOc1ccc(N(CC(=O)Nc2ccccc2C)S(=O)(=O)c2c(C)noc2C)cc1	4%	14	12	49%	i	55%*	0%	0%	65%*
COc1ccccc1N1CCN(CC(=O)c2ccc3ccn(C(C)=O)c3c2)CC1	2%	0	3	-10%	i	0%	-8%	-2%	-25%
O=C(O)C1CCN1C1CCCCC1 (centres undefined)	9%	6	6	-6%	i	11%	0%	x	6%
COc1ccc(OC)c(C(=O)COC(=O)c2ccc(C)o2)c1	7%	0	6	3%	i	4%	-4%	x	-4%
Cc1noc(C)c1C(=O)N1CCC(Cc2ccccc2)CC1	12%	1	9	-2%	i	5%	-2%	3%	-4%
CCCCCOc1ccc(NC(=O)CCCC(=O)O)cc1	9%	8	8	-1%	i	1%	-12%	x	3%
O=c1cc(O)c2c(=O)n(-c3ccccc3)c3ccccc3c2o1	4%	7	8	3%	i	2%	-2%	2%	2%
CCc1ccc2nc(NC3=NCN(CCCN4CCOCC4)CN3)nc(C)c2c1	-8%	7	0	5%	i	-5%	1%	4%	3%
Cc1occc1C(=O)NC(C)CCc1ccccc1 (centres undefined)	1%	6	5	-7%	i	7%	5%	0%	-13%
O=C(CCCn1c(=S)[nH]c2cc3c(cc2c1=O)OCO3)NC1CC1	30%	12	5	5%	i	-9%	2%	3%	0%
O=C(O)CCCCCN1C(=O)CCC1=O	7%	3	12	10%	i	-4%	2%	10%	7%
OC(Cc1nc2ccccc2[nH]1)c1ccccc1Cl (centres undefined)	16%	11	0	7%	i	4%	1%	-9%	0%
O=C(NCCN1CCOCC1)c1c(F)c(F)c(F)c(F)c1F	9%	4	10	-15%	i	x	-9%	-5%	-15%
CC(=O)Nc1cccc(NC(=O)C2CC3CCC2C3)c1 (centres undefined)	4%	4	2	-6%	i	-5%	2%	x	-11%
CCOc1ccc(C(=O)N2CCc3cc(OC)c(OC)cc3C2)cc1OCC	16%	6	7	46%	i	x	1%	1%	19%
CCNc1nc(CC)nc2c1oc1ccccc12	5%	0	13	-17%	i	-1%	0%	8%	-13%
CCCCn1c2nc3ccccc3nc2c2c(=O)n(CC(C)C)cnc21	11%	24	12	0%	x	15%	3%	0%	11%
O=C(O)Cc1coc(-c2ccc(F)cc2)n1	11%	15	8	-4%	i	35%	-6%	-1%	-6%
CC(=O)Nc1ccc(S(=O)(=O)N2CCN(C34CC5CC(CC(C5)C3)C4)CC2)cc1	2%	16	0	-7%	i	1%	-4%	5%	-5%
Cc1oc(-c2ccccc2)cc1C(=O)Nc1cccc(C(=O)O)c1	17%	7	12	x	i	4%	0%	4%	x
COc1cccc(CN2CCN(C(=O)c3ccco3)CC2)c1OC	5%	2	28	-4%	i	-3%	-6%	x	-8%	Spn PMK inh pilot replicates=3.0;MK inhibit pilot replicates=5.0;DPM-DC inhibit pilot screen %=4.5
CCOC(=O)CN1CC23C=CC(O2)C(C(=O)NCCc2ccccc2)C3C1=O (centres undefined)	0%	0	3	-2%	i	5%	9%	1%	-21%
O=C(c1ccco1)N1CCN(C(=O)C2CCN(S(=O)(=O)Cc3ccccc3)CC2)CC1	12%	17	0	10%	i	3%	-19%	-4%	6%
CCOC(=O)c1cc2c(ccn2C)n1CC(=O)N1CCN(c2ccccc2)CC1	13%	16	5	8%	i	-1%	9%	7%	-6%
Cc1ccccc1-c1coc2cc(O)ccc2c1=O	7%	10	8	3%	x	0%	-2%	3%	-1%
CC(=O)OCCN(Cc1ccccc1)Cc1ccc2c(c1)OCO2	8%	5	5	-13%	i	5%	-5%	11%	-31%
O=C(O)CN(Cc1ccccc1)S(=O)(=O)c1ccc(F)cc1	0%	7	14	5%	i	-7%	-4%	2%	9%
O=C(NCCCN1CCCCCC1)c1ccc(CS(=O)(=O)Cc2ccccc2F)o1	2%	15	0	-3%	i	2%	12%	8%	-14%
Cc1ccccc1Cn1ccc(NC(=O)c2nc3ncccn3n2)n1	-3%	0	3	-3%	i	5%	-9%	12%	-1%
CC(NC(=O)C1CC2CCCC(C1)C2=O)c1ccccc1 (centres undefined)	4%	9	0	-13%	i	-2%	-5%	7%	-9%
Cc1occc1-c1nnc(SCC(=O)NCCc2ccccc2)n1Cc1ccccc1	6%	0	10	-18%	i	-33%	5%	x	-14%
O=C1Cn2c(nc3ccccc32)-c2ccccc2N1	14%	5	13	2%	i	5%	-8%	1%	14%
Cc1ccccc1Cn1c(=O)n(CCCC(=O)NCc2ccco2)c(=O)c2ccccc21	2%	10	0	-21%	i	-3%	-1%	9%	-24%
S=c1oc(-c2ccncc2)nn1CCc1ccncc1	4%	0	4	-4%	i	1%	-3%	x	-1%
CCNC(=O)NC(C(=O)OC)C12CC3CC(CC(C3)C1)C2 (centres undefined)	5%	0	0	0%	i	0%	-1%	6%	-18%
C/C(Cl)=C\CNC(C)c1ccccc1 (centres undefined)	4%	10	0	-7%	i	2%	1%	x	-4%
c1ccc(N(c2ccccc2)c2nc(N3CCCC3)nc(-n3ccnc3)n2)cc1	8%	11	0	1%	i	16%	1%	8%	-4%
COc1cccc(NC(=O)NCCCN2CCN(c3ccc(F)cc3)CC2)c1	4%	0	0	10%	i	-2%	-2%	x	-4%
O=C(CSc1nnnn1-c1ccccc1)N1CCN(C(=O)c2ccco2)CC1	10%	12	9	0%	i	-7%	-4%	21%	9%
Cc1ccccc1CN1C(=O)C(O)(CC(=O)c2ccncc2)c2ccccc21 (centres undefined)	3%	7	8	-24%	i	-34%	-7%	8%	-16%
CC(=O)Oc1ccccc1N1C(=O)c2ccc(C(=O)O)cc2C1=O	8%	8	2	-6%	i	-14%	-8%	1%	-3%
Cc1cc(Cl)ccc1NC(=O)CSc1nnc(-c2ccncc2)n1Cc1ccco1	8%	2	4	x	i	0%	-10%	-6%	x
O=C(COC(=O)c1ccccn1)Nc1nccs1	11%	1	9	2%	i	-4%	3%	-11%	5%
O=c1cc(O)c2c(=O)[nH]c(=O)n(-c3ccccc3)c2[nH]1	-4%	25*	4	2%	i	-5%	-7%	-6%	6%
COCCCNC(=O)CCCn1c(=O)c2ccccc2n(CC(=O)Nc2c(C)cc(C)cc2C)c1=O	1%	9	0	-27%	i	1%	-3%	7%	-19%
Cc1c(C(=O)NC(C)C)oc2c1-c1[nH]ncc1CC2	0%	4	0	13%	i	-1%	7%	x	6%
CCCCOc1ccc(-c2nc(-c3cccnc3)no2)cc1	16%	10	1	-16%	i	-18%	-3%	x	10%
O=C(O)c1c[nH]c2ccc(S(=O)(=O)N3CCN(c4ccc(F)cc4)CC3)cc2c1=O	15%	10	0	-4%	i	8%	41%	9%	-14%	Spn PMK inh pilot replicates=0.0;MK inhibit pilot replicates=0.0;DPM-DC inhibit pilot screen %=2.5
O=c1[nH]c2ccc(Br)cc2c(-c2ccccc2)c1N1CCOCC1	23%	1	4	3%	i	1%	0%	2%	-9%	Spn PMK inh pilot replicates=0.0;MK inhibit pilot replicates=0.0;DPM-DC inhibit pilot screen %=0.0
c1cncc(-c2nnc(SCc3nc4ccccc4[nH]3)o2)c1	1%	5	9	-28%	i	41%	-6%	x	-15%
CCCC1(c2ccccc2)NC(=O)N(CC(=O)c2[nH]c(C)c(C(=O)OCC)c2C)C1=O (centres undefined)	11%	18	0	x	i	3%	4%	-10%	x
Cc1cc(=O)[nH]c(SCC(=O)Nc2cccc(C(F)(F)F)c2)n1	1%	2	0	8%	i	-5%	-4%	10%	4%
Cc1ccc(S(=O)(=O)NC(=O)NCc2ccccn2)cc1	9%	10	5	x	i	-5%	1%	x	x
CC(C)CCNC(=O)CCCn1c(=O)[nH]c2ccc(Br)cc2c1=O	4%	2	5	-8%	i	-5%	-5%	2%	-14%
CCOc1cc2c(cc1C(C)(C)C)NC(=O)CS2	0%	11	3	-8%	i	-1%	-4%	6%	4%
COc1ccc(NC(=O)Cc2ccc(Cl)cc2)cc1NC(=O)c1ccco1	-4%	3	8	0%	i	x	0%	9%	1%
Remaining list, next part.
SMILES	Alkaline phosphatase	Spn PMK inh	MK inhibit	HPDE-C7K KRASV12	DPM-DC inhibit	HT1080 viability	Bfl-1 displacement	LYP phosphatase	HPDE-C7 cytotoxicity	others
CCOC(=O)c1ccccc1NC(=O)C1COc2ccccc2O1 (centres undefined)	8%	10	7	-10%	i	-12%	-5%	-12%	2%
CC(O)C(O)C(O)C(O)C1NCCS1 (centres undefined)	-6%	13	9	6%	i	-6%	-7%	8%	-8%
Cc1cccn2cc(-c3ccc(F)cc3)nc12	2%	2	6	-13%	i	-2%	-5%	-10%	-8%
COc1ccc(C)c(S(=O)(=O)Nc2ccc(OCC(=O)O)cc2)c1	6%	0	0	-6%	i	-3%	2%	4%	-3%
